# HEK293 viab: cell viability loss counter-screen. HEK-293-SNCA-luc viability, GF-AFC fluorescence, 24 h. Potency, µM (series often up to 57.1 µM), for inactives: top-dose activity change, negative = cytotoxicity, most hits filed as cytotoxic. 150,000 tested, 0.12% active. AID 1671193;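 also: potency is read from the fitted curve at half-maximal effect; 0% = DMSO-treated cells and -100% = medium-only wells without cells; nearly all actives have a fitted effect of over 30% in size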
#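 HEK-293-SNCA-luc cells (1500/well) plated 24 h, then exposed 24 h to a dilution series; GF-AFC added 30 min at 37C, fluorescence 405/540 nm; normalised to medium-only and DMSO wells, Hill fit.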
# Luciferase inh: Photinus pyralis luciferase inhibition; P08659; purified P. pyralis luciferase, luminescence, biochemical; Potency, µM (top dose mostly 115 µM), for inactives: at the highest dose activity change, negative = inhibition, usual class: inhibitors; 76,000 tested, 2.5% active; also: potency is read from the fitted curve at half-maximal effect; nearly all actives have a fitted effect of over 65% in size
# Target sequence (P08659 whole entry, looked up): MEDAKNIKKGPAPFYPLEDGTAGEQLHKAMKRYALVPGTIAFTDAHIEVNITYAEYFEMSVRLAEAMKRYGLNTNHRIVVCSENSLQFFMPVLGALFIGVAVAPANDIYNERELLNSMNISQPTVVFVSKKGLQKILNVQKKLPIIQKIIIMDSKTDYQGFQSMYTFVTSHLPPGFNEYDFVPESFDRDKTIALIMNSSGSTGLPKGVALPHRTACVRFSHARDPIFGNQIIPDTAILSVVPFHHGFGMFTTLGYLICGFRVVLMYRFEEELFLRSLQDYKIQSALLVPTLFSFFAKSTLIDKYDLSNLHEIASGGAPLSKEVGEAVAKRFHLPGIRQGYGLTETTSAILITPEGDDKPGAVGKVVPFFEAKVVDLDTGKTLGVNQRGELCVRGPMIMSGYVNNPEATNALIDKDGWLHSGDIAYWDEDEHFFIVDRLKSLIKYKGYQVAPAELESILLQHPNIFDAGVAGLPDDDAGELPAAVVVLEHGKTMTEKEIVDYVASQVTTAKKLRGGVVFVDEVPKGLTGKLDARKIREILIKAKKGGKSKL
#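 Luminescence read by CCD imager after adding enzyme (10nM final) to wells holding compound, titrated in qHTS. Substrates 10uM each D-luciferin and ATP; buffer 50mM Tris acetate pH 7.5, 10mM Mg acetate, Tween-20, BSA.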
# SNCA expr inhib: reduces expression of the alpha-synuclein gene. HEK-293 SNCA-luciferase knock-in, luminescence, 24 h. Potency, µM (titrated, usually from 57.2 µM), for the others: top-dose activity change, negative = inhibition, actives largely listed as inhibitors. 140,000 tested, 0.17% active. AID 1671194;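 also: potency is read from the fitted curve at half-maximal effect; plate controls were DMSO cells for no effect and cell-free wells for full effect; nearly all actives have a fitted effect of over 45% in size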
# HEK293 tox: HEK 293 cell cytotoxicity | Potency, µM (highest dose often 115 µM), without a hit: top-dose activity change, negative = cytotoxicity, usual class: inhibitors | HEK 293 viability, ATP luminescence (CellTiter-Glo), 48-72 h | 94,000 tested, 6.6% active | AID 1345083; also: potency is read from the fitted curve at half-maximal effect; nearly all actives have a fitted effect of over 60% in size
#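 Viability of HEK 293 cells, plated at 250 cells/well, was judged by cellular ATP after compound treatment for 48 or 72 hr. Luminescence was imaged 10 min after CellTiter-Glo addition at room temperature.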
# IP6K1 inhibitor: IP6K1 kinase inhibition; IP6K1 kinase, ADP-Glo luminescence, 2 h; active compounds read low; 140,000 tested, 0.81% active; activity change, % (series mostly up to about 58 µM); Q92551; in the data active = activity change below about -25%
#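 ADP-Glo luminescence measures ADP made by human IP6K1 during a 2 h RT reaction with ATP/IP6 (mix at 1.3 mM/130 uM); top library doses 57.5 and 19.1 uM final.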
# GPT2 inh: GPT2 alanine aminotransferase inhibition; 100,000 tested, 0.25% active; Potency, µM (doses to about 57.7 µM), inactives show top-dose activity change, negative = inhibition, usual class: inhibitors; Recombinant GPT2, coupled pyruvate oxidase/HRP Amplex Red fluorescence; Q8TD30; also: potency is read from the fitted curve at half-maximal effect; nearly all actives have a fitted effect of over 60% in size; many of its hits are not listed in these tables
# Target sequence (Q8TD30 whole entry, looked up): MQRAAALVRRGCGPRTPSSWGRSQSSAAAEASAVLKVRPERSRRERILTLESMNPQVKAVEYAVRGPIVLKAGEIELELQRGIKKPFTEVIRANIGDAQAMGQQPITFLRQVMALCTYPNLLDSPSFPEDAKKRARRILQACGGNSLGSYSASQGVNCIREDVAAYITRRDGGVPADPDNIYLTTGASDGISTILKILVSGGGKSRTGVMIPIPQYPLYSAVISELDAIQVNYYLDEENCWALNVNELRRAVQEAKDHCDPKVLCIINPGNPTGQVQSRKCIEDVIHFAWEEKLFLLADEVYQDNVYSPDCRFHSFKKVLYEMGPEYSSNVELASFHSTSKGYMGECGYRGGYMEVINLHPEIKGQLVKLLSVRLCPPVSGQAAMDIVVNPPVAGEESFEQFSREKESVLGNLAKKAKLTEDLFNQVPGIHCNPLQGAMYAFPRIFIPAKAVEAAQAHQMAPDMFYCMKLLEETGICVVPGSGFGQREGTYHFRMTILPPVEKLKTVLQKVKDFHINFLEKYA
#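 Fluorescence of coupled pyruvate oxidase/HRP/Amplex Red system (50uM Amplex, 30 min, dark) reports pyruvate formed by GPT2. Enzyme reaction: 10ng/uL GPT2, 2mM L-alanine, 250uM a-KG, 30 min room temperature, pH 7.5; 50uM AOA control.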
# 3T3 cytotox: kills NIH 3T3 cells. Potency, µM (top dose mostly 96.7 µM), for the others: top-dose activity change, negative = cytotoxicity, actives largely listed as inhibitors. 94,000 tested, 4.3% active. NIH 3T3 viability, CellTiter-Glo ATP luminescence, 48-72 h; also: potency is read from the fitted curve at half-maximal effect; nearly all actives have a fitted effect of over 55% in size
#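 NIH 3T3 cells at 400 cells/well received 23 nL of compound by pintool and were incubated 48 or 72 h at 37 °C. Viability was read as ATP-coupled CellTiter-Glo luminescence.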
# * hit, by the source's call; i = inactive; ? = inconclusive; . = no result given; [ ] = dose if it differs, or a comment. Unless noted, calls follow the shape of the dose curve; as a rule, active = well fitted curve in the direction sought with a large enough effect; inconclusive = small, poorly fitted or top-dose-only effect, or another doubt; inactive = no such curve, though single readings can be large; an effect the other way counts as inactive or inconclusive. Unless noted, % is scaled to controls: 0 for no effect and ±100 for the full control effect. Not all compounds are listed (hit frequency here may not be typical).
SMILES,HEK293 viab,Luciferase inh,SNCA expr inhib,HEK293 tox,IP6K1 inhibitor,GPT2 inh,3T3 cytotox
O=C(Nc1ccc([C@@H](O)[C@H]2COCC(=O)N2Cc2ccccc2)cc1)c1ccc(F)cc1,-3.5%[87.6 µM],-22.0%[172 µM],25.9%[87.6 µM],100µM*,5.0,-9.3%[88.5 µM],?
O=C(c1cccc(F)c1)N1CCC2(CC1)NC(=O)N(Cc1ccc(F)cc1)C2=O,10.7%,-6.8%,-6.8%,?,-4.9,i,?
Cc1cc(C(=O)N2CC(N(C3CCOCC3)S(C)(=O)=O)C2)nn1C,?,-13.3%,-25.1%,i,-5.4,3.4%,0.2%
O=C1NC(Cc2ccccc2)C(=O)N2CCCC12 (centres undefined),-9.3%,.,.,.,-4.4,1.7%,.
CSc1cccc(NC(=O)c2ccc3c(c2)N(C)C2CCCN2C3=O)c1 (centres undefined),-8.4%[12.5 µM],14.1µM*,150.4%[activator],?,6.9,4.2%,-27.4%
CN(C)C(=O)c1ccc(OC2CCN(C(=O)c3c(F)cccc3F)CC2)nc1,5.9%,-5.0%,-1.2%,-3.7%,22.4,i,-10.3%
COc1ncccc1CN1CCC2(CC1)OC(=O)N(Cc1ccc(O)cc1)C2(C)c1ccccc1 (centres undefined),0.0%,13.7%,2.7%,?,-9.5,0.5%,?
O=C(c1cnccn1)N1CCC(n2cc(-c3nc(-c4ccccc4)no3)nn2)CC1,11.7%,-24.6%,138.3%[activator],?,3.0,i,?
O=C1[C@@H]2C[C@@H](CN2C(=O)c2ccccc2)Oc2ccccc2N1Cc1ccccc1,-0.9%[87.6 µM],10.4%[172 µM],?,-6.2%[172 µM],-8.9,-3.8%[88.5 µM],-21.8%[138 µM]
O=C(O)C1=CC(=C(c2ccc(O)c(C(=O)O)c2)c2ccc(O)c(C(=O)O)c2)C=CC1=O,7.5%,.,-1.1%,.,.,i,.
CCOc1ccc(OCC)c(Nc2nc3ccccc3c3nnc(C)n23)c1,4.8%,.,-4.0%,.,0.8,.,.
CCN(C(=O)c1sc2cc(OC)ccc2c1Cl)c1ccccc1,-6.5%,.,?,.,35.4,.,.
CS(=O)(=O)N1CCC(OCc2noc(C3CCCO3)n2)CC1 (centres undefined),-4.1%,.,-11.6%,-5.7%,11.7,i,-7.9%
CC(C)=CCOc1ccc(/C=C/C(=O)c2ccc(OCC=C(C)C)cc2OCC(=O)O)cc1,12.0%[23.9 µM],.,-22.1%[25.6 µM],.,-2.6,-6.4%,.
COc1ccc(C(=O)N2CC(c3nnc(-c4ccncc4)o3)C3(CCOCC3)C2)cn1 (centres undefined),3.9%,-8.1%,-0.9%,-1.0%,6.9,-5.9%,-7.2%
Cc1ccc(NC(=O)CN(C)S(=O)(=O)c2cccc3cccnc23)c(C)c1,-17.1%,.,5.6%,.,-11.0,.,.
Cc1nc(C)n(CCNC(=O)c2cnc(-c3cccnc3)nc2)n1,-2.0%,9.9%,-28.5%,-14.7%,38.5,i,-12.9%
Cc1cccc(C)c1-c1nnc2ccc(C(=O)NCc3cccs3)cn12,1.2%,.,15.6%,?,3.6,0.3%,-20.9%
CC(C)(C)c1ccc(C(=O)N2CCCC3(C2)NC(=O)N(Cc2ccccc2)C3=O)cc1 (centres undefined),0.9%,-0.1%,-12.4%,-20.5%,-5.6,i,?
O=C(CC1CCCC1)N1CCC(Cc2nc(C3CC3)n[nH]2)C1 (centres undefined),-10.3%,0.1%,-10.2%,11.1%,4.4,-14.3%,-14.3%

# Single values from the results shown.
# SNCA expr inhib result of `Cc1cc(C(=O)N2CC(N(C3CCOCC3)S(C)(=O)=O)C2)nn1C` : -25.1%
# Luciferase inh result of `CC(C)(C)c1ccc(C(=O)N2CCCC3(C2)NC(=O)N(Cc2ccccc2)C3=O)cc1` (centres undefined) : -0.1%

# The listing continues:
SMILES,HEK293 viab,Luciferase inh,SNCA expr inhib,HEK293 tox,IP6K1 inhibitor,GPT2 inh,3T3 cytotox
CCNC(=O)[C@@H]1C[C@H](N)CN1C(=O)c1ccc(OC)c(OC)c1,3.8%,5.4%,0.4%,-13.0%,17.7,2.4%,2.8%
CNC(=O)[C@@H]1CN(C(=O)c2ccc3cc[nH]c3c2)C[C@H]1C1CCN(C)CC1,2.2%[12.5 µM],-2.0%,-14.7%,-5.3%,-2.7,i,i
O=C(CC1COCCN1)NCc1ccc(N2CCCC2=O)cc1 (centres undefined),1.4%,13.0%,1.4%,-17.6%,12.9,-1.0%,4.5%
CCOC(=O)c1ccccc1NC(=O)c1cnn(-c2ccc(OC)cc2)c1C1CCN(C(=O)OC(C)(C)C)CC1,0.1%,.,0.7%,.,11.3,.,.
Cc1noc(C)c1CCC(=O)N1C[C@@H](C)[C@@](C)(O)C1,-5.4%,-0.6%,20.7%,i,9.7,i,5.0%
COc1ccc(C(=O)NCCn2ccn3nc(-c4ccc(F)cc4)cc3c2=O)cn1,-5.3%,-22.7%,-15.2%,2.7%,0.4,i,i
COc1ccc(C(=O)N[C@@H]2CN(Cc3ccccc3)C[C@H]2CO)cn1,?,2.5%,?,28.2µM*,5.3,i,?
CCCn1c2ccccc2c2cnn(CC(=O)NCCN(CC)CC)c(=O)c21,-1.3%,.,19.5%,.,27.6,.,.
COc1ccccc1-c1cnc(Nc2cncnc2)c2c1CCO2,5.6%[87.6 µM],-3.3%[172 µM],8.4%[87.6 µM],?,-14.9,?,?
CC(NC(=O)C1CCN(C(=O)c2ncn3c2COC(c2ccccc2)C3)CC1)c1ccc(F)cc1 (centres undefined),7.5%,12.6µM*,56.2%[activator],4.8%,-2.7,i,0.4%
COC(=O)/C=C/C=C/C(=O)OC1C=C2COC(=O)C2(O)C2(C)CCCC(C)(C)C12 (centres undefined),-3.6%[23.9 µM],.,.,.,-2.0,i,.
O=c1c2oc3ccccc3c2n(Cc2ccc(F)cc2)c(=O)n1Cc1ccco1,7.5%,.,4.0%,.,22.5,.,.
Cc1cc(Cl)ccc1Nc1ncncc1-c1nc(-c2ccccc2)no1,8.3%,-7.1%,33.1%[activator],-13.0%,-14.4,i,-10.9%
CCNC(=O)N1CCC(Oc2ccc(-c3noc(-c4ccccc4)n3)cc2)C1 (centres undefined),-7.5%,.,?,17.8µM*,9.7,i,?
NCCS(=O)O,-11.3%,.,-1.7%,.,.,i,.
O=C(C1CCOC1)N1CCC(C(=O)O)(n2ccc(-c3ccco3)n2)CC1 (centres undefined),-3.7%,2.1%,-3.5%,0.8%,-4.2,-5.1%,-0.5%
Cc1noc([C@@H]2CN(C(=O)c3cc(C)oc3C)C[C@H]2CO)n1,-4.0%,-2.5%,-7.8%,-11.8%,7.4,i,-12.6%
COCC1CN(C(=O)c2ocnc2C)CC12CCNCC2 (centres undefined),-14.0%,4.7%,-0.4%,-24.2%,23.0,i,-5.6%
Cn1ncc(C(=O)N2CCN(c3ccc(F)cc3)CC2)c1C1CCN(C(=O)OC(C)(C)C)CC1,?,.,?,.,-2.7,.,.
CCOc1ccc(CCNC(=O)c2cn(-c3cccc(OC)c3)c(=O)c3ccccc23)cc1,?,.,-21.6%,.,-1.3,.,.
O=C(Cc1ccc(F)cc1)N1CCCC(c2nn(-c3ccccn3)c(=O)[nH]2)C1 (centres undefined),-8.4%,.,-6.3%,2.7%,9.0,1.6%,-4.4%
O=C1NC2(CCN(Cc3ccc(C(F)(F)F)cc3)C2)Oc2ccccc21 (centres undefined),1.0%,1.2%,-16.4%,?,27.3,i,?
COc1ccccc1-c1ccc2c(C(=O)NCCSC)nn(C)c2n1,-13.1%,.,1.0%,i,-10.7,-10.4%,-17.3%
CCc1ccccc1N(CC)C(=O)Cn1nc(Cc2ccncc2)c2ccccc2c1=O,-6.3%,.,-18.8%,.,16.7,.,.
Cc1ccc(Cl)cc1N1CCN(C(=O)c2cccn3c(=O)c4cc(Cl)ccc4nc23)CC1,2.4%,.,-3.2%,.,6.2,.,.
S=C(Nc1cccc2ccccc12)N[C@H]1CO[C@H]2[C@@H]1OC[C@H]2OCc1ccccc1,-26.5%[87.6 µM],2.9%[172 µM],-19.2%[87.6 µM],63.1µM*,3.3,2.1%[88.5 µM],?
CCN(CC)CCc1nc(-c2ccccc2)no1,-13.8%[23.9 µM],.,-16.8%[25.6 µM],.,-5.0,?,.
O=C(c1ccc2ccccc2n1)N1CCC(N2CC3CC(C2)[C@H]2CCCC(=O)N2C3)CC1 (some centres undefined),-10.3%,-6.9%,1.2%,-4.5%,25.3,i,i
COCCc1nncn1C1CCN(C(=O)c2cc(C)ccc2C)CC1,2.1%,5.5%,-4.2%,-1.9%,5.0,i,-17.5%
CC(=O)N[C@@H]1C[C@H](Cc2ccccc2)O[C@H](c2c(C)nc3sccn23)C1,-8.6%,-1.0%,?,3.5%,0.7,i,-30.3%
CCOC(=O)C1CCCN(C(=O)C2CC(c3ccc(OC)c(OC)c3)CN(C(=O)COC)C2)C1 (centres undefined),6.2%,-2.5%,1.6%,-6.2%,24.1,-6.9%,-20.1%
O=C(Nc1ccc2c(c1)OCCO2)N1CCC2(CC1)CC(Cc1ccccc1)CCO2 (centres undefined),0.1%,.,142.8%[activator],?,20.1,-1.0%,?
O=C1CCN(C(=O)[C@@H]2CCCN2Cc2ccc(F)cc2F)CCCCCCN1,6.5%,-10.8%,-12.6%,-5.9%,1.6,i,?
C=CC(C)(O)C1CC2C3(C)CCCC(C)(C)C3C(O)C(O)C2(C)O1 (centres undefined),?,.,.,.,4.1,-8.8%[27.3 µM],.
O=c1c2cc(-c3cccs3)nn2ccn1CC(O)c1ccccc1 (centres undefined),-1.5%,-11.3%,115.0%[activator],?,-5.5,0.1%,-19.9%
Cc1cccc(-c2nocc2CCC(=O)NC2CCN(Cc3ccccc3)CC2)c1,5.1%,31.6µM*,116.7%[activator],?,13.3,2.0%,?
COc1ccc(-c2noc(CSc3nnc(C)n3-c3ccc(F)cc3)n2)cc1,-26.2%,.,?,.,-6.2,.,.
COC(=O)[C@@H](C)NC(=O)[C@H]1CN(S(=O)(=O)c2ccccc2)CCN1C(=O)NC1CCCCC1,0.6%,-2.9%,17.5%,-3.6%,4.7,i,-18.9%
CN(CC1(C)CCOCC1)C(=O)c1ccccn1,7.5%,-12.4%,-9.6%,-0.3%,1.3,3.6%,-3.7%
Cc1ccc2oc(-c3ccc(C)c(NC(=O)C(C)(C)Oc4ccc(Cl)cc4)c3)nc2c1,1.3%,.,21.7%,.,-5.3,.,.
O=C1NCCCCCCN(S(=O)(=O)Cc2ccccc2)[C@H]2CCC[C@@H]12,-4.2%,-5.8%,-3.8%,-2.3%,-3.8,i,-12.9%
O=C(c1cc2ccccc2[nH]1)N1CCCN(c2cc(-c3ccccc3)[nH]n2)CC1,3.0%,?,150.9%[activator],?,11.9,-22.3%,?

# Assay outcomes deposited in PubChem BioAssay by National Center for Advancing Translational Sciences (NCATS).
